# Assay outcomes: PubChem, several laboratories
# M1 antagonist: antagonists of rat M1 muscarinic receptor; Muscarinic acetylcholine receptor M1 (Rattus norvegicus), P08482; AID 628, 2007; hit rate 3.4% among 64,000; CHO-M1 cells, Fluo-4 calcium, ACh EC80 antagonist mode; active compounds read low; B-score at 10 µM;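 active = calcium fluorescence response, raw or row-and-column corrected B-score, differing from the plate sample mean either way at a set confidence level, mostly lower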
# D1 allo mod: D1 CRE-luciferase signal change, two-sided – cell-based, HEK293 D1, dopamine EC30, D1 allosteric modulator project, primary screen; dopamine EC30 potentiation; actives deviate in either direction; B-score at 10 µM; hit rate 5.9% among 58,000; AID 641, 2007;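 active = luminescence count or its row- and column-corrected plate score outside the 99.7% band of the plate's sample wells, on either side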
# Jurkat tox 60K: cytotoxicity toward Jurkat T cells, primary screen, cytotoxicity control, cell-based, Jurkat E6.1, 60K MLSMR library; Jurkat E6.1 viability, ATP luminescence, 48 h; inhibition, % at 4 µM; hit rate 1.2% among 56,000;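 active = inhibition above the mean inhibition of all tested compounds plus 3 SD, cut at about 28% in these data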
# S1P1 ag-PAM: S1P1 agonists and agonism potentiators, primary screen, cell-based, primary and confirmation screens, CRE-bla reporter. Sphingosine 1-phosphate receptor 1 (Homo sapiens), P21453. S1P1 CRE-bla cells, forskolin, beta-lactamase FRET, potentiator mode; S1P1 agonist co-added at EC20, 2 nM; 100% = saturating reference agonist, 0% = basal. activation, % at 9.5 µM. hit rate 0.57% among 56,000. AID 449, 2006;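 active = activation above a cutoff set at the mean activation of all tested compounds plus 3 SD, cut at about 54% in these data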;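 also: forskolin at 4 µM as EC80 and the EC20 agonist is SEW2871; 100% = SEW2871 at its EC100 plus forskolin at EC80; some compounds past the cut are filed as inactive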
# Target sequence (P21453 whole entry, looked up): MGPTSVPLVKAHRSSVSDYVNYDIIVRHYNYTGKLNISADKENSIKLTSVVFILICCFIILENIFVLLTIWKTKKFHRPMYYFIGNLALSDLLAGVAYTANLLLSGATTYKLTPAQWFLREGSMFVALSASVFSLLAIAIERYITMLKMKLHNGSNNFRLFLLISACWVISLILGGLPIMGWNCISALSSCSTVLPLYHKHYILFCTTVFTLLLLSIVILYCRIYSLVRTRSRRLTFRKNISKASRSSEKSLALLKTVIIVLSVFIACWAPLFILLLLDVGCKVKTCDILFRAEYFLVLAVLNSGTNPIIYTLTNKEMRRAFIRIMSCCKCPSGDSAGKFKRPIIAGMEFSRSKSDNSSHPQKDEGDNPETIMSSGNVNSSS
# TNAP act mid DEA: human TNAP enzyme activators, primary screen, biochemical, luminescent, intermediate phosphate acceptor level; Alkaline phosphatase, tissue-nonspecific isozyme (Homo sapiens), P05186; purified TNAP, CDP-star luminescence, 100 mM DEA, 30 min; active compounds read high; scale: 0 levamisole-inhibited, 1 vehicle-only enzyme; activation factor at 20 µM; 64,000 tested, under 10 active; AID 813, 2007;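 active = activation factor of at least 2 at 20 µM, relative to controls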
# Ec RNAP inh: E. coli RNAP inhibitors, biochemical; E. coli RNA polymerase, fluorescence transcription assay; inhibition, %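 (tested at 10 µM)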; hit rate 0.2% among 62,000; DNA-directed RNA polymerase subunit beta (Escherichia coli (strain K12)), P0A8V2; AID 559, 2006; in the data active = inhibition above about 20%;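 also: 0% = enzyme without compound and 100% = no enzyme blank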
# M1 ag: M1 muscarinic receptor agonists, primary screen, CHO-M1 cells, Fluo-4 calcium, agonist mode | hit rate 3% among 64,000 | B-score at 10 µM | Muscarinic acetylcholine receptor M1 | AID 626, 2007 | Fluo-4 calcium fluorescence; active compounds read high;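 active = fluorescence rise, raw or as B-score row- and column-corrected plate score, outside the 99.7% band of its plate's samples, either direction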
# S1P3 ag: human S1P3 receptor agonists, primary screen, cell-based, primary and confirmation, NFAT-BLA reporter; S1P3 NFAT-BLA reporter cells, agonism, FRET ratio; relative to 1 µM S1P, basal subtracted; Sphingosine 1-phosphate receptor 3 (Homo sapiens), Q99500; activation, % at 4.5 µM; hit rate 0.1% among 60,000; AID 373, 2006;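 active = activation above the screen-wide mean plus 3 SD, cut at about 4.5% in these data, passing the limit was not always enough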; also: some compounds called inactive have numbers as strong as hits
# Target sequence (Q99500 whole entry, looked up): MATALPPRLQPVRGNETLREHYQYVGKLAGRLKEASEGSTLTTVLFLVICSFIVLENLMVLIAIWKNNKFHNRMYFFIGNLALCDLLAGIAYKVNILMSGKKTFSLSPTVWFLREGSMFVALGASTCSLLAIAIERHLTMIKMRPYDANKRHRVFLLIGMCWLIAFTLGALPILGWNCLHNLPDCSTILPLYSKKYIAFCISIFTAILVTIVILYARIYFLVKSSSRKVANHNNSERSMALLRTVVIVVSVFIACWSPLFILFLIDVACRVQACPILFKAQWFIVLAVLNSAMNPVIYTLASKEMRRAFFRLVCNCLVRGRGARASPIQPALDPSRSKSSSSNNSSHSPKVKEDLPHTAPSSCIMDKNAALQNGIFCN
#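 Measure – % activation relative to 1 µM S1P (100%), per plate · System – stable CHO line with human S1P3, Gα16, NFAT-BLA reporter · Timing – cells plated overnight, compound 4 h 37 °C, substrate 2 h RT · Technique – fluorescent BLA substrate, ex 405 nm, em 460/535 nm ratio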
# HEK293 NFkB inh: inhibitors of PMA/ionomycin-induced NF-kB reporter, primary screen, antigen receptor NF-kB inhibitor project, cell-based, HEK-293 luciferase reporter, luminescence | inhibition, % at 3 µM | HEK-293 NF-kB luciferase reporter | hit rate 0.21% among 62,000;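 active = inhibition above the mean of all tested compounds plus 3 SD, cut at about 40% in these data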;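 also: 0% = stimulated DMSO wells and 100% = 10 µM reference inhibitor 5653914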
#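 Signal: luciferase luminescence; Material: HEK-293 cells with stable firefly luciferase reporter driven by four HIV NF-kB elements; Probe or stimulus: PMA with ionomycin; Replication: tested once; Times: 1 h compound pretreatment, then 16 h stimulation at 37 °C, 5% CO2; Benchmarks: DMSO and 10 µM reference inhibitor; Evaluation: per-plate % inhibition versus controls.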
# The depositor's hits bear a star; . = no result given.
SMILES,M1 antagonist,D1 allo mod,Jurkat tox 60K,S1P1 ag-PAM,TNAP act mid DEA,Ec RNAP inh,M1 ag,S1P3 ag,HEK293 NFkB inh
CC1Cc2ccccc2N1C(=O)CSc1nnc2n1C(C)(C)Cc1ccccc1-2 (configuration not stated),-0.00721,2.82,-0.3,8.2,0.9,4.7,0.00074,0.2,-2.2
Cc1ccc(SCC(=O)N2CCCC2)cc1,.,-0.816,-2.1,-14.6,0.9,6.0,.,-0.9,3.4
N#CC(C(=O)Nc1ccccc1)=C1CCCCC1,-0.0227,-0.316,-3.3,-13.5,1,9.4,0.303,-1.1,3.7
COCCSc1nnc(NC(=O)Cc2ccccc2OC)s1,-0.835,-0.84,4.8,-0.5,0.9,0.4,0.0486,0.2,7.9
NC(=O)CSc1nc(O)cc(=O)n1-c1ccccc1,0.703,0.488,-2.6,.,0.9,-7.0,-2.55,-0.3,5.2
CCOC(=O)C1=C(CSc2nncn2C)NC(=O)NC1c1cc(OCC)ccc1OCC (configuration not stated),0.232,-1.07,0.9,.,1,3.2,0.244,-1.2,7.3
CCCCc1nc2ccccc2c(C(=O)O)c1C,-0.426,0.985,-5.2,-7.6,0.9,9.7,-0.211,-0.5,3.6
CC1CCc2nc(NC(=O)Cc3cccs3)sc2C1 (configuration not stated),0.156,-0.288,-0.9,2.6,0.9,3.1,-0.00474,0.5,-18.3
Clc1ccc(-c2nnn(Cc3nc4ccccc4s3)n2)cc1,1.02,-0.0233,.,.,0.9,4.8,-0.115,.,14.6
COc1ccc(C)cc1NC(=O)CN1CCN(c2ccc(F)cc2)CC1,-0.378,0.603,-2.8,5.0,1,-1.0,0.164,-0.4,-2.2
O=C(CN1CCCC1)Nc1ccc(NC(=O)Nc2ccccc2Cl)cc1,-1.73*,-0.828,-4.5,-12.3,1,3.8,-0.246,-0.1,0.5
O=c1oc2cc(Br)ccc2n1CSC1=NCCS1,-0.424,0.651,4.9,54.8,0.9,6.9,-0.018,-1.6,15.7
Cn1c(Cc2ccccc2)nnc1SCC(=O)N1CCN(c2ccccc2)CC1,-0.995,0.248,6.6,5.5,0.9,2.2,-0.203,-0.8,10.8
CCOC(=O)N1CCC(C(N)=O)CC1,-2.32,-0.391,4.7,0.5,1,5.1,-0.221,-0.3,24.8
O=C(COc1ccccc1)Nc1nc(-c2ccc(S(=O)(=O)N3CCOCC3)cc2)cs1,-0.701,-0.555,-10.9,18.9,0.9,13.9,1.63,-0.8,14.8
Cc1cc(C)c(C#N)c(SCC(=O)Nc2nnc(-c3ccccc3)s2)n1,-0.222,-0.318,9.3,-32.5,0.9,6.9,0.091,0.5,11.6
Cc1nnc(NCc2ccco2)c2ccccc12,0.0494,0.53,2.2,0.0,1,7.2,1.19,-0.8,17.1
CCOC(=O)Cc1cnc(NC(=O)c2ccccc2)s1,-0.449,0.306,3.8,12.2,0.8,-1.3,3.21*,-1.5,5.2
COc1ccccc1NC(=O)CN1C(=O)NC(CC(C)C)C1=O (configuration not stated),0.904,-0.631,-2.8,-4.7,1,3.1,-0.263,0.6,18.0
Cn1c(=O)c2c(nc(CN3CCN(C(=O)c4ccco4)CC3)n2Cc2ccccc2)n(C)c1=O,1.11,1.34,3.7,-13.7,.,.,0.74,-1.1,16.3
Cc1nc(SCC(=O)NCCc2ccccc2)n[nH]1,0.25,-0.225,-2.8,-11.5,0.9,9.3,0.722,-0.1,10.0
O=C(CCc1ccccc1)Nc1nc2n(n1)C(c1ccccc1)CC(=O)N2 (configuration not stated),-0.394,0.0139,3.3,-7.2,0.9,10.9,-0.0669,-0.2,6.4
O=C(Nc1nccs1)C1CCCN1S(=O)(=O)c1ccc(Cl)cc1 (configuration not stated),0.327,0.786,4.1,8.4,0.9,4.8,-0.398,-0.6,15.1
CCN(CC)C(=O)C1CCN(Cc2ccc(Br)cc2)CC1,-0.473,0.0915,6.7,-3.3,1.1,-3.5,-0.205,-0.6,-21.3
CCCc1cc(=O)[nH]c(SCC(=O)c2cc(C)n(CCOC)c2C)n1,-3.61*,0.463,0.7,17.4,0.9,7.2,0.0824,-0.5,12.1
c1csc(C2C3=C(Nc4ncnn42)c2ccccc2OC3)c1 (configuration not stated),0.147,0.783,0.7,-11.1,1,4.1,0.421,-1.0,13.5
Cc1cc(C)nc(SCc2ccccc2C#N)n1,0.675,1.42,1.0,-20.4,0.9,3.5,0.409,-0.6,-18.3
N#CC1=C(N)Oc2n[nH]c(-c3cccs3)c2C1c1cccs1 (configuration not stated),0.322,1.03,.,.,0.9,6.7,0.415,.,25.7
Nc1ccc(CCc2nc3ccccc3o2)cc1,-0.809,-3.61*,3.5,0.8,0.9,4.1,-0.417,-0.5,-13.5
c1ccc(Cn2nnc3c(N4CCCC4)ncnc32)cc1,-0.124,2.05,-3.5,-36.8,0.9,.,0.996,0.2,6.9

# Rewritten as tab-separated lines: part of the list above.
SMILES	M1 antagonist	D1 allo mod	Jurkat tox 60K	S1P1 ag-PAM	TNAP act mid DEA	Ec RNAP inh	M1 ag	S1P3 ag	HEK293 NFkB inh
COc1ccc(C)cc1NC(=O)CN1CCN(c2ccc(F)cc2)CC1	-0.378	0.603	-2.8	5.0	1	-1.0	0.164	-0.4	-2.2
O=C(CN1CCCC1)Nc1ccc(NC(=O)Nc2ccccc2Cl)cc1	-1.73*	-0.828	-4.5	-12.3	1	3.8	-0.246	-0.1	0.5

# Fetched by compound from the list above, two records:
SMILES,M1 antagonist,D1 allo mod,Jurkat tox 60K,S1P1 ag-PAM,TNAP act mid DEA,Ec RNAP inh,M1 ag,S1P3 ag,HEK293 NFkB inh
O=c1oc2cc(Br)ccc2n1CSC1=NCCS1,-0.424,0.651,4.9,54.8,0.9,6.9,-0.018,-1.6,15.7
COCCSc1nnc(NC(=O)Cc2ccccc2OC)s1,-0.835,-0.84,4.8,-0.5,0.9,0.4,0.0486,0.2,7.9
